HepG2 tox: counter-screen for TGF-b inhibitors: cytotoxicity in HepG2 cells. HepG2 CAGA-GFP viability, ATP luminescence, 18 h. Potency, µM (doses to about 46.1 µM), for the others: top-dose activity change, negative = cytotoxicity, usual class: cytotoxic. 410,000 tested, 0.76% active. AID 588856; note: potency is the fitted concentration of half-maximal effect; some results filed as inactive show a strong effect at the top dose
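CellTiter-Glo luminescence gave cytotoxicity after 18 hours at 37 degrees C. The cells were HepG2 CAGA-GFP in 1% FBS DMEM, stimulated with 500 pg/mL TGF-beta after compound addition. %Activity was normalised to no-cell wells (complete cell-killing) and DMSO (no toxicity), and curves were fitted and classified.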
pAkt inh: Akt phosphorylation inhibition | Neuro2A IGF-stimulated pAkt S473 HTRF, 20 min; stronger effect = lower value | activity change, % for hits at 50 µM | 360,000 tested, 0.32% active | AID 651550; in the data active = activity change below about -80%; inconclusive = mostly about -51% to -80%; note: % is set by controls: 0 for no effect and ±100 for the full control effect
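Neuro2A cells in DMEM with 0.5% FBS, overnight at 37 deg C, given compound at single 50 µM final, then IGF (6 nM final) for 20 min at 37 deg C. Lysed; phospho-Akt Ser473 by HTRF after 24 h, 665/615 ratio.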
TGFb SMAD3 inh: inhibitors of TGF-b signaling. HepG2 CAGA-GFP TGF-b/SMAD3 reporter, GFP fluorescence, 18 h; TGF-beta stimulated, 500 pg/mL final. Potency, µM (doses to about 46.1 µM), inactives show at the top dose activity, negative = inhibition, most hits filed as inhibitors. 410,000 tested, 1.2% active. AID 588855; note: potency is the fitted concentration of half-maximal effect; % is set by controls: 0 for no effect and ±100 for the full control effect; nearly all actives have a fitted effect of over 65% in size
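Using HEPG2 CAGA-GFP reporter cells at 1000 cells/well, we pinned test compounds, stimulated with recombinant TGF-beta (500 pg/mL final) and measured total well GFP after 18 h.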
Nrf2 inh: Nrf2 pathway inhibition; A549 ARE-Fluc reporter, luciferase luminescence, 18-24 h; 360,000 tested, 2.1% active; Potency, µM (top dose mostly 46 µM), for inactives: top-dose activity change, negative = inhibition, hits mostly inhibitors; note: potency is the fitted concentration of half-maximal effect; % is set by controls: 0 for no effect and ±100 for the full control effect; nearly all actives have a fitted effect of over 60% in size
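A549 ARE_Fluc cells (5000/well, 5% FBS OPTI-MEM) pre-incubated 2 h, then treated with compounds 18-24 h at 37C/5% CO2 in concentration-response. CellTiter-Fluor viability read first; BugLite luciferase luminescence after 15 min at room temperature gives Nrf2 activity.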
MmCpn inh: M. maripaludis TRiC chaperonin inhibition; 330,000 tested, 0.031% active; Potency, µM (highest dose often 76.9 µM), for inactives: at the top dose activity, negative = inhibition, most hits filed as inhibitors; purified Mm-Cpn ATPase, ADP Transcreener TR-FRET; note: potency is the fitted concentration of half-maximal effect; % is set by controls: 0 for no effect and ±100 for the full control effect; nearly all actives have a fitted effect of over 80% in size
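TR-FRET (320 nm excitation; 590 and 665 nm emission) reports ADP made from 10 uM ATP by 25 nM enzyme; compounds were preincubated 10 min, reaction run 30 min, both at 37°C.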
Nrf2 ARE act: activators of Nrf2 (ARE) signaling. AREc32 ARE-luciferase reporter (MCF7-derived line), luminescence, 24 h. Potency, µM (series often up to 46.1 µM), for the others: top-dose activation, actives largely listed as activators. 410,000 tested, 0.31% active. AID 624171; note: potency is the fitted concentration of half-maximal effect; % of control where 0% means no effect; nearly all actives have a fitted effect of over 65% in size
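Cells of the AREc32 ARE-luciferase line are plated in OPTI-MEM containing 5% FBS and left overnight at 37 deg C. Compounds are pinned in, incubation continues 24 hr, and firefly luciferase signal is then measured.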
CCT modulator: cytosolic chaperonin activity modulation; purified chaperonin ATPase assay, HTRF ADP detection, 30 min; activity change, % (test concentration not listed), hits read low; 360,000 tested, 0.3% active; AID 651819; in the data active = activity change below about -30%; note: % is set by controls: 0 for no effect and ±100 for the full control effect
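We incubate TRiC, 40 or 20 nM final, with library compounds at 76 uM and 10 uM ATP for 30 min at 37 °C. ADP formed is detected with Transcreener HTRF reagents after 30 min at room temperature.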
Abeta yeast res: A-beta toxicity reversal in yeast; yeast expressing A-beta42, growth rescue, OD600, 48 h; response scale: 0% DMSO, 100% iron-clioquinol control; Potency, µM (top dose mostly 46.1 µM), inactives show top-dose growth rescue, usual class: activators; 410,000 tested, 0.063% active; AID 1347071; note: potency is the fitted concentration of half-maximal effect; nearly all actives have a fitted effect of over 55% in size
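Yeast A-beta toxicity model in growth medium with pinned compounds, 48 h at 30 C; growth read as absorbance at 600 nm. Normalized to FeCl3/clioquinol equimolar mix (positive) and DMSO (negative).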
A549 tox: A549 cytotoxicity, counter-screen for Nrf2 inhibitors; Potency, µM (highest dose often 46 µM), for the others: top-dose activity change, negative = cytotoxicity, hits mostly inhibitors; A549 ARE-Fluc cells, CellTiter-Fluor viability, 18-24 h; AID 504648; 390,000 tested, 0.16% active; note: potency is the fitted concentration of half-maximal effect; % is set by controls: 0 for no effect and ±100 for the full control effect
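Cytotoxicity counterscreen: CellTiter-Fluor fluorescence was measured in A549 ARE_Fluc cells after 18-24 h of compound exposure in a concentration series. The subsequent BugLite luminescent read reports ARE-luciferase activity.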
* hit, by the source's call; i = inactive; ? = inconclusive; nt = not tested or not shown; & = joins results of further samples; [ ] = remark or other dose. Unless noted, calls come from the whole dose curve; as a rule, active = well fitted curve in the direction sought with a large enough effect; inconclusive = small, poorly fitted or top-dose-only effect, or another doubt; inactive = no such curve, though single readings can be large; an effect the other way counts as inactive or inconclusive.

SMILES	HepG2 tox	pAkt inh	TGFb SMAD3 inh	Nrf2 inh	MmCpn inh	Nrf2 ARE act	CCT modulator	Abeta yeast res	A549 tox
CN(C)c1ccc(SC#N)cc1	-5.3%	i	-15.1%	9.1%	1.0%	4.6%	1.4	8.9%	7.5%
COc1ccc2cc(C(C)C(=O)N3CCC(C(N)=O)CC3)ccc2c1 (stereo not given)	1.0%	i	13.9%	?	2.8%	-0.3%	1.7	-2.7%	2.1%
O=S(=O)(c1ccc(SCc2ccccc2)nc1)N1CCCCCC1	-36.0%	i	-27.6%	-46.2%	-0.2%	4.2%	-0.2	-4.5%	17.5%
CNC(=S)NCCN1CCOCC1	8.4%	i	?	-2.4%	0.2%	-0.1%	1.3	17.5%	-6.9%
CC(=O)c1ccc(NC(=O)C(Cc2ccccc2)NS(=O)(=O)c2ccc3c(c2)CCC(=O)N3)cc1 (stereo not given)	3.8%	nt	?	-1.2%	nt	-1.0%	nt	-8.5%	-6.8%
CCCCN(C(=O)c1ccccc1Br)C1CCS(=O)(=O)C1 (stereo not given)	-0.4%	i	13.0%	7.8%	-1.3%	-0.5%	-4.2	12.3%	-4.4%
COc1ccc(N(CC(=O)Nc2cccnc2)S(C)(=O)=O)cc1	-0.2%	i	1.4%	4.2%	-1.1%	-0.2%	1.6	-3.0%	0.6%
COc1ccc(C(=O)Nc2nnc(S(=O)(=O)Cc3ccc(F)cc3)s2)cc1	0.7%	i	-2.1%	12.6%	-2.7%	-0.4%	-1.8	7.5%	-1.9%
COc1ccccc1-n1c2c(cc(C(=O)N3CCC(C)CC3)c1=O)C(=O)CC(C)(C)C2	9.1%	i	32.2%[activator]	8.4%	1.2%	-0.6%	1.9	-5.1%	-1.3%
Cc1ccc(-n2nc3ccc(N)cc3n2)cc1C	-15.1%	i	14.9%	?	-2.6%	0.9%	-1.4	-36.9%	-1.9%
CCn1c(=O)c(C(C)=O)c(O)c2ccccc21	-0.3%	i	3.7%	?	-0.2%	-0.2%	0.5	-13.6%	-3.5%
CCC(C)[C@H](NC(=O)N1CC(=O)Nc2ccccc21)C(=O)N[C@H](C(=O)O)c1ccccc1 (stereo not given in full)	-1.7%	nt	-4.1%	-5.1%	2.0%	-0.6%	-0.3	-1.1%	-5.5%
Cc1ccc(S(=O)(=O)NCc2ccncc2)cc1C(=O)NCC(C)C	-4.9%	i	0.9%	?	-0.6%	0.1%	-1.1	0.2%	?
Cc1ccc(S(=O)(=O)c2nnn3c2nc(Nc2cccc(C)c2)c2ccccc23)cc1	4.5%	i	8.0%	-12.7%	-11.5%	-0.4%	-3.4	18.9%	2.3%
CNC(=O)c1ccsc1NC(=O)C1CCCN1S(=O)(=O)c1cccs1 (stereo not given)	2.9%	i	5.0%	-2.9%	-0.1%	-0.6%	-1.7	-1.9%	-2.4%
O=C(NC1(O)C(=O)c2ccccc2C1=O)c1c(Cl)cccc1Cl	-5.3%	i	18.2%	-28.4%	-2.9%	17.2%	1.2	-27.2%	3.5%
O=C(Oc1ccc(Br)cc1)c1n[nH]c(=O)c2ccccc12	4.3%	i	11.8%	?	-6.7%	0.7%	-0.7	2.8%	-9.6%
COCc1cc(C)nc(SCC[N+](C)(C)CC(=O)Nc2cccc(C(F)(F)F)c2)c1C#N	9.1%	i	-0.2%	0.9%	0.7%	0.0%	-5.2	19.7%	2.8%
CCOc1ccc(CCNC(=O)COC(=O)/C=C/c2ccco2)cc1OCC	-15.5%	i	-29.2%	11.2%	-0.7%	3.6%	-1.7	4.2%	0.2%
NC(=S)N=Nc1c(O)cc(O)c2[nH]c(=O)ccc12	-0.2%	i	-12.1%	-13.9%	nt	0.0%	0.2	-11.9%	?
CCc1ccc(OCCCC(=O)NCc2ccco2)cc1	2.9%	i	16.7%	1.0%	-0.4%	2.5%	2.2	9.6%	-2.3%
Cc1ccc(C(=O)OCN2C(=O)c3ccccc3C2=O)cc1S(=O)(=O)N1CCOCC1	8.7%	i	-17.9%	2.4%	1.4%	-0.2%	0.7	-13.3%	-2.9%
Nc1ccc(S(=O)(=O)Nc2cnc3ccccc3n2)cc1	1.5%&3.7%	i	3.6%&8.5%	5.9%&0.1%	0.6%&5.4%	-0.9%&0.0%	-2.4&1.8	-12.4%&-11.0%	-8.8%&-0.6%
CCC(C)(C)NC(=O)C(c1ccccc1F)N(Cc1ccco1)C(=O)Cn1nnc2ccccc21 (stereo not given)	8.4%	nt	?	-0.3%	0.6%	1.0%	0.0	-40.1%[inhibitor]	-1.9%

Sorted by SMILES length (low to high): some entries from above.
SMILES	HepG2 tox	pAkt inh	TGFb SMAD3 inh	Nrf2 inh	MmCpn inh	Nrf2 ARE act	CCT modulator	Abeta yeast res	A549 tox
Cc1ccc(-n2nc3ccc(N)cc3n2)cc1C	-15.1%	i	14.9%	?	-2.6%	0.9%	-1.4	-36.9%	-1.9%
O=S(=O)(c1ccc(SCc2ccccc2)nc1)N1CCCCCC1	-36.0%	i	-27.6%	-46.2%	-0.2%	4.2%	-0.2	-4.5%	17.5%
COc1ccc(N(CC(=O)Nc2cccnc2)S(C)(=O)=O)cc1	-0.2%	i	1.4%	4.2%	-1.1%	-0.2%	1.6	-3.0%	0.6%
O=C(NC1(O)C(=O)c2ccccc2C1=O)c1c(Cl)cccc1Cl	-5.3%	i	18.2%	-28.4%	-2.9%	17.2%	1.2	-27.2%	3.5%
COc1ccc(C(=O)Nc2nnc(S(=O)(=O)Cc3ccc(F)cc3)s2)cc1	0.7%	i	-2.1%	12.6%	-2.7%	-0.4%	-1.8	7.5%	-1.9%
Cc1ccc(S(=O)(=O)c2nnn3c2nc(Nc2cccc(C)c2)c2ccccc23)cc1	4.5%	i	8.0%	-12.7%	-11.5%	-0.4%	-3.4	18.9%	2.3%
CC(=O)c1ccc(NC(=O)C(Cc2ccccc2)NS(=O)(=O)c2ccc3c(c2)CCC(=O)N3)cc1 (stereo not given)	3.8%	nt	?	-1.2%	nt	-1.0%	nt	-8.5%	-6.8%

Following part:
SMILES	HepG2 tox	pAkt inh	TGFb SMAD3 inh	Nrf2 inh	MmCpn inh	Nrf2 ARE act	CCT modulator	Abeta yeast res	A549 tox
COc1ccccc1C(=O)Nc1onc2c1CCCC2	-6.5%	nt	-0.3%	?	nt	0.5%	nt	-7.4%	4.4%
Cc1ccc(NC(=O)c2nnn(CC(=O)Nc3ccc4c(c3)OCO4)c2N)cc1C	-28.4%	nt	-36.0%	10.8%	0.6%	1.4%	-2.6	-5.6%	-0.9%
CN(C)CCN(Cc1cccs1)c1ccccn1	3.3%	i	8.4%	-9.8%	3.7%	-0.9%	1.1	-11.1%	-3.4%
CCOc1cc(/C=N/n2c(C)nc3sc(C)c(C)c3c2=O)ccc1O	11.9%	i	20.2%	2.9%	1.4%	5.0%	0.8	-8.9%	1.2%
Cn1cc(CN(CCO)Cc2cccs2)c(-c2cccc(Cl)c2)n1	-27.5%	i	?	19.0%	-3.2%	7.2%	-4.8	-6.1%	14.8%
C=CCSc1nc(N)c(C(=O)Nc2ccccc2OC)cc1C(=O)Nc1ccccc1	-12.1%	i	-9.2%	-14.7%	-15.3%	-0.1%	-2.3	17.4%	2.7%
COC(=O)c1cc(Br)c(=O)n(Cc2ccco2)c1	-0.3%	i	8.1%	8.0%	-3.3%	-0.1%	-5.3	6.4%	-0.9%
CC(C#N)Sc1ccc(S(=O)(=O)N2CCCC2)cn1 (stereo not given)	-12.0%	i	?	-3.5%	1.3%	0.3%	-2.3	-18.0%	3.9%
C[C@@H]1CC2=C(C(=O)OC(C)(C)O2)[C@H](c2ccc(F)cc2)O1	nt	i	nt	nt	nt	-0.9%	-1.7	-6.8%	nt
Cc1ccc(Cl)cc1NC(=O)NCc1ccccn1	1.8%	i	-1.5%	-18.7%	-0.9%	3.1%	0.4	-1.9%	6.9%
Cn1c(=O)c2c(nc(SCC(=O)Nc3ccccc3N3CCCCC3)n2C)n(C)c1=O	8.2%	i	4.4%	?	0.0%	-0.9%	0.2	24.9%	-1.4%
COc1ccc(CCNC(=O)C(=O)NCC2OCCN2S(=O)(=O)c2ccc(Br)cc2)cc1 (stereo not given)	-2.1%	i	-4.0%	1.6%	1.7%	2.3%	2.5	9.3%	9.4%
COc1cc(OC)cc(-c2c(C#Cc3ccsc3)c3cc(-c4ccc(SC)cc4)ccc3n2C)c1	-27.1%	i	5.2%	?	-5.9%	-0.7%	0.1	-11.1%	4.2%
Cc1ccc(S(=O)(=O)NCC(=O)OCC(=O)NCc2cccs2)cc1	7.0%	i	11.7%	6.1%	-1.2%	0.1%	-0.1	1.3%	-1.9%
Cc1sc2c(c1C)c(=O)n(Cc1ccccc1)c(=O)n2CC(=O)N(C)c1ccccc1	0.8%	nt	-0.6%	1.4%	nt	-1.4%	nt	-11.2%	-1.9%
CCOC(=O)N1CCN(S(=O)(=O)c2c(C)nc3scc(C)n3c2=O)CC1	-3.7%	nt	-10.0%	-8.3%	1.2%	-0.9%	0.0	-2.8%	0.8%

Source: PubChem BioAssay (National Center for Advancing Translational Sciences (NCATS))
